15-hLO-2 inh – blocks human 15-lipoxygenase 2 activity; O15296; actives 0.56% (n = 110,000); purified 15hLO-2, xylenol orange hydroperoxide absorbance; Potency, µM (titrated, usually from 57.1 µM), inactives show top-dose activity change, negative = inhibition, actives largely listed as inhibitors; AID 881; further: potency means the concentration at half of the fitted maximal effect; nearly all actives have a fitted effect of over 60% in size; many of its hits are not listed in these tables
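Read-out: hydroperoxide product oxidises ferrous iron, measured as xylenol orange complex via the 573-to-405 nm absorbance ratio after 30 min. Reaction: 50 nM enzyme, 15 min compound preincubation, 45 uM arachidonic acid, 90 min RT, Hepes pH 7.5 with Triton X-100.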
12-hLO inh – inhibitors of human 12-lipoxygenase (ALOX12); Potency, µM (doses to about 57.1 µM), inactives show top-dose activity change, negative = inhibition, most hits filed as inhibitors; P18054; purified 12-hLO, xylenol orange hydroperoxide absorbance; AID 1452; actives 0.12% (n = 150,000); further: potency means the concentration at half of the fitted maximal effect; nearly all actives have a fitted effect of over 55% in size; many of its hits are not listed in these tables
Target sequence (P18054 whole entry, looked up): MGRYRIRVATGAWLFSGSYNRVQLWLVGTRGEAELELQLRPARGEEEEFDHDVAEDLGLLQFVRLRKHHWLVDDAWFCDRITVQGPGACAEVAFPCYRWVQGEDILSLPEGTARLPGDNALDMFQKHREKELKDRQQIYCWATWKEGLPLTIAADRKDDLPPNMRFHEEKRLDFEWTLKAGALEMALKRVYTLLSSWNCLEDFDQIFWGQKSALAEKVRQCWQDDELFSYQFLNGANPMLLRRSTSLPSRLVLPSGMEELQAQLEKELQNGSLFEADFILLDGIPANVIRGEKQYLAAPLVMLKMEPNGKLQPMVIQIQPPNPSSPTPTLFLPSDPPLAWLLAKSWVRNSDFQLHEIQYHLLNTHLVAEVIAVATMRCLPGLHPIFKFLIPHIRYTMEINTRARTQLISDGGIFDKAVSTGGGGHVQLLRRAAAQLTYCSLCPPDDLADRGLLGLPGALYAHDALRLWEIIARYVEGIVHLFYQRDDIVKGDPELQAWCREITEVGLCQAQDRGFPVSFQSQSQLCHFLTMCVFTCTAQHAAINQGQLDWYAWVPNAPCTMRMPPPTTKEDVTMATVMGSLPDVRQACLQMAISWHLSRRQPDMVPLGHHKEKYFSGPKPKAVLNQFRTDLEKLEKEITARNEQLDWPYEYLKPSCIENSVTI
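Xylenol orange chromogenic assay: hydroperoxide from 12hLO oxidises Fe(II), giving red-shifted Fe(III)-XO absorbance. Conditions: 150 nM enzyme, 40 uM arachidonic acid, 25 mM Hepes pH 7.0, 0.01% Triton X-100, 30 min, room temperature.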
PNC inhibitor – blocks assembly of the perinucleolar compartment | PC3M PTB-GFP, PNC prevalence imaging, 16 h; active compounds read low | activity change (PNC), negative = inhibition, % at 10 µM | actives 3.1% (n = 140,000);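 active means readout at or below -70, meaning at least 70% loss of cells showing the perinucleolar compartment, a nuclear body marking cancer cells; inconclusive means readout between -30 and a set limit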;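 further: plate controls were DMSO wells for no effect and camptothecin positive control wells for full effect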
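Compounds are pinned in duplicate onto adhered PC3M cells stably expressing GFP-tagged PTB and incubated 16 h at 37 C. Cells are then fixed, nuclei stained with Hoechst, and PNC-positive cells counted.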
IMPase cell inh – IMPase inhibition in cells; 120,000 tested, under 10 active; inhibition (IP1 accumulation), % at 46.1 µM; CHO-M1 cells, IP1 accumulation, HTRF TR-FRET ratio; active means well fitted curve in the direction sought with a large enough effect in the signal ratio, not every such curve was filed as active; inconclusive means small, poorly fitted or top-dose-only effect, or a change in a side signal; inactive means no such curve, though single readings can be large or run the other way; the % refers to the signal ratio;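 further: cells stimulated with carbachol in lithium chloride buffer; plate controls were DMSO basal wells for no effect and reference inhibitor wells for full effect; higher means more IMPase inhibition seen as more IP1 and lower FRET ratio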
Target sequence (P97697 whole entry, looked up): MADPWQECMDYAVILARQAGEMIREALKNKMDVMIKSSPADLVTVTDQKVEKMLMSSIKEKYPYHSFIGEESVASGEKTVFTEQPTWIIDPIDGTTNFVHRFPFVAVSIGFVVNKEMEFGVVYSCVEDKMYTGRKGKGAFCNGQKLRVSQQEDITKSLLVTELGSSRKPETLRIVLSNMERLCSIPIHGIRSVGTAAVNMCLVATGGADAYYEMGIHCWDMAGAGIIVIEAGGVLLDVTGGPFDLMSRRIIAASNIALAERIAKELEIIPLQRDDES
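In this qHTS, compounds (final up to 46 uM) act on CHO-M1 cells that are then activated through the M1 receptor with carbachol, in pH 7.4 buffer containing 50 mM LiCl, for 30 min. IP1 accumulation is quantified by the IP-One immunoassay.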
Active calls of the source: *; ? = inconclusive; . = no result given; & = joins results of further samples; [ ] = dose if it differs, or a comment. Unless noted, the call rests on the fitted dose curve; in most records, active means well fitted curve in the direction sought with a large enough effect; inconclusive means small, poorly fitted or top-dose-only effect, or another doubt; inactive means no such curve, though single readings can be large; an effect the other way counts as inactive or inconclusive. Unless noted, on the % scale 0 is the no-effect control and ±100 the full control effect. Rows were taken by chance (roughly 3.1% active in at least one column).

SMILES	15-hLO-2 inh	12-hLO inh	PNC inhibitor	IMPase cell inh
O=C(COC(=O)CCSc1ccc(Cl)cc1)NCc1ccccc1Cl	.	0%	-10	.
CC1CCCN(c2nc3c(c(=O)[nH]c(=O)n3C)n2Cc2ccccc2Cl)C1 (stereo unspecified)	-10%	-7%	-87*	9
O=C(COC(=O)Cc1ccsc1)NCC12CC3CC(CC(C3)C1)C2	-4%	11%	?	-1
N#Cc1c(NCCCO)nc(-c2ccco2)c2c1CCCC2	-21%	-20%	18	-6
CCOC(=O)Cc1cc(-c2ccc(OC)cc2)nc2ccc3ccccc3c12	.	-2%	-11	.
CNC(=S)Nc1cc(OC)ccc1OC	-4%	-2%	?	-1
O=C(c1ccc2c(=O)n(Cc3ccco3)c(=S)[nH]c2c1)N1CCN(Cc2ccccc2)CC1	32%[activator]	-14%	?	3
Cc1nc(N2CCOCC2)nc(N2CCCCC2)c1[N+](=O)[O-]	.	1%	?	.
CC(C)c1cc(C(=O)NNC(=S)NCc2ccco2)c(O)c(C(C)C)c1	.	?	18	-9
COc1ccc(CNc2oc(COc3ccc(Cl)cc3)nc2C#N)cc1	-10%	-18%	-11	9
Cc1noc(C(=O)NCc2ccco2)c1Cl	.	0%	14	1
Cc1ccc(-n2c(-c3ccccc3)nnc2-c2cccs2)cc1	.	3%	12	-9
Cc1ccc(S(=O)(=O)CCc2nnc(NC(=O)C3CCCO3)s2)cc1 (stereo unspecified)	-1%	1%	-29	6
O=C1CC(NNc2ccccc2)C(=O)N1c1cccc(Cl)c1 (stereo unspecified)	.	-9%	45	-2
CNC(=O)C(=O)NCC1OCCN1S(=O)(=O)c1ccc([N+](=O)[O-])cc1 (stereo unspecified)	.	-2%	?	.
COc1ccc(S(=O)(=O)N2CCCC(C(=O)NCc3ccco3)C2)cc1Cl (stereo unspecified)	-1%	6%	12	16
Cc1c(C(=O)NCc2ccccn2)sc2nc(-c3ccc(F)cc3)cn12	4%[2.29 µM]	0%	?	5
COc1cccc(NS(=O)(=O)c2c(C)n(C)c(=O)n(C)c2=O)c1	-2%	14%	?	-2
COCCn1c(NCc2ccc(C)cc2)nc2c1c(=O)[nH]c(=O)n2C	.	2%	36	1
COC(=O)[C@H](C)NC(=O)NCc1ccc(F)cc1	2%	1%	29	2
COc1ccc(CC(=O)Nc2c3c(nn2-c2cccc(Cl)c2)CS(=O)(=O)C3)cc1	-5%	-7%	-1	3
CN(C)S(=O)(=O)c1ccc(C(=O)Nc2nnc(SCc3cccc(F)c3)s2)cc1	.	-2%	8	.
COC(=O)[C@@H](NC(=O)Nc1ccc(OC)cc1)C(C)C	4%	0%	8	-4
O=C(N/N=C1\CCc2ccccc21)c1ccncc1	.	0%	47	.
CCCCNC(=O)c1onc(CSc2ccc(OC)cc2)c1C(=O)O	?	-3%	?	-7

Later entries:
SMILES	15-hLO-2 inh	12-hLO inh	PNC inhibitor	IMPase cell inh
COc1ccc2cc(CN(CC3COCCO3)S(=O)(=O)c3c(C)cc(C)cc3C)c(=O)[nH]c2c1 (stereo unspecified)	-8%	-1%	?	4
COc1ccc(-n2nnnc2SC(C)C(N)=O)cc1 (stereo unspecified)	15%	10%	2	-9
CC1(C)CN=C(N2CCN(C3=NCC(C)(C)S3)CC2)S1	-2%	-2%	18	22
CNc1oc(-c2ccc(OCc3ccccc3)cc2)nc1C#N	-13%	-18%	?	0
COCCn1c(SCC(=O)Nc2ccccc2C)nc2c(oc3ccccc32)c1=O	.	0%	4	-4
Cn1c(NCC(O)CO)nc2c1c(=O)n(Cc1ccc(Cl)c(Cl)c1)c(=O)n2C (stereo unspecified)	0%	-1%	58	3
CCn1ncc(/C=N/O)c1C	-3%	10%	?	6
CC(Sc1nnc(-c2ccc(O)cc2)o1)C(=O)Nc1cccc2ccccc12 (stereo unspecified)	-13%	-5%	1	5
Cc1cccc2cc(C#N)c(SCC(=O)NNC(=O)Cc3ccccc3)nc12	-30%	1%	5	-10
CC(C)CC(=O)CN1C(=O)C2(OCCO2)c2ccccc21	5%	1%	?	2
CC(=O)Nc1ccc(OC[C@@H](O)CNC(C)C)cc1	20%	-2%	.	-5
C/C(NC1CCCC1)=C(/C#N)C(N)=O	-4%	-4%	12	-2
CC1=C(n2nnc3ccccc32)C(c2ccccc2)C(C#N)=C(N)O1 (stereo unspecified)	-5%	-6%	?	4
COc1ccc(N(C(=O)c2ccco2)S(=O)(=O)c2cccc([N+](=O)[O-])c2)cc1	-3%	5%	70	7
Cn1c(-c2ccccc2)cnc1N	35%[activator]	3%	9	6
OCCCN1CCN(CCOc2ccccc2-c2ccccc2)CC1	.	4%	?	.
Cc1cc(C)n2[nH]c(=O)c(N=Nc3cccc(C(F)(F)F)c3)c2n1	-28%	-21%	6	9
COc1ccccc1NC(=O)N(CCN(C)C)Cc1cc2cc(C)ccc2[nH]c1=O	22%	8%	-15	-7
CCCC[C@@H]1C[C@H]1C(NC(=O)c1ccccc1)c1ccccc1 (stereo partly specified)	5%	0%	.	.
CC(C)COC[C@H](CN(Cc1ccccc1)c1ccccc1)N1CCCC1	29%[25.6 µM]	0%[25.6 µM]	.	11[20.6 µM]
Cc1nn(Cc2n[nH]c(=S)n2Cc2ccccc2)c(C)c1Cl	-16%	-3%	-15	8
CCCCCCn1c(CN2CCN(Cc3ccccc3)CC2)nc2c1c(=O)n(C)c(=O)n2C	18%	-2%	?	9
CCC(C)(C(=O)Nc1ccccc1C)N(C(=O)CNC(C)=O)c1ccc(C)cc1 (stereo unspecified)	.	-2%	-15	.
CCOC(=O)N1CCN(C(c2ccc(F)cc2)c2sc3nc(C)nn3c2O)CC1 (stereo unspecified)	-1%	0%	25	10
Cc1cccc(NC(=O)c2cc(S(=O)(=O)NCc3ccco3)ccc2F)c1C	0%	-4%	?	6

Taken from above.
12-hLO inh, CCC(C)(C(=O)Nc1ccccc1C)N(C(=O)CNC(C)=O)c1ccc(C)cc1 (stereo unspecified) : -2%
15-hLO-2 inh, COc1ccc2cc(CN(CC3COCCO3)S(=O)(=O)c3c(C)cc(C)cc3C)c(=O)[nH]c2c1 (stereo unspecified) : -8%
15-hLO-2 inh, CNc1oc(-c2ccc(OCc3ccccc3)cc2)nc1C#N : -13%
IMPase cell inh, CC(C)COC[C@H](CN(Cc1ccccc1)c1ccccc1)N1CCCC1 : 11[20.6 µM]
12-hLO inh, Cn1c(-c2ccccc2)cnc1N : 3%
15-hLO-2 inh, CC(C)CC(=O)CN1C(=O)C2(OCCO2)c2ccccc21 : 5%
12-hLO inh, OCCCN1CCN(CCOc2ccccc2-c2ccccc2)CC1 : 4%

Other compounds
SMILES	15-hLO-2 inh	12-hLO inh	PNC inhibitor	IMPase cell inh
O=C1OCCN1C(=O)[C@H]1[C@H](c2ccc(Cl)cc2)C(c2ccccc2)=NN1c1ccccc1	-16%[0.0915 µM]	2%[0.00818 µM]	.	.
Clc1ccc(Sc2oc(/C=N/n3cnnc3)cc2Br)cc1	-19%	-9%	-11	3
C=CCn1c2ccccc2c2nnc(SC(CC)C(=O)Nc3nc(C)c(C(=O)OCC)s3)nc21 (stereo unspecified)	-10%	2%	?	5
Cc1ccccc1CSc1nncn1N	-3%	-1%	-4	8
Cc1ccc(CNC(=O)NC2CCCCC2)cc1	-1%	-1%	-11	-2
Nc1ncnc2c1cnn2-c1ccccc1	8%	-3%	6	-1
Cc1onc(-c2ccccc2)c1C(=O)NCc1cccnc1	2%	2%	?	2
COc1ccc(CCCO[C@@H](Cn2ccnc2)c2ccc(OC)cc2)cc1	30%[activator]	-10%	.	11
CCCc1ccc(OCCNC(C)=O)cc1	1%	-5%	-11	-1
Cc1c(C(=O)O)oc2c1/C(=N\O)CC(C)(C)C2	.	1%	-19	.
CC1=C(C(=O)N2CCOCC2)C(c2ccsc2)C2=C(CCCC2=O)N1 (stereo unspecified)	-1%	-4%	18	9
CN(C(=O)c1ccc(S(=O)(=O)NC2CCCC2)cc1)C1CCCCC1	0%	-1%	?	0
COc1ccc(N/N=C(\C=N\O)C(=O)c2ccc(OC)cc2)cc1	?	-16%	-112*	13
COc1cc(/C(C)=N/NC(=O)CSc2nncn2C)ccc1OCc1ccccc1Cl	.	-2%	-8	.
O=C(NCc1ccc2c(c1)OCO2)C1CCN(c2ccc(S(=O)(=O)N3CCCC3)cc2)CC1	-4%	3%	10	0
COc1ccc(NC(=O)CSc2nnc3c4c(nc(-c5ccccc5)n23)CC(C)(C)OC4)cc1	.	-1%	34	.
C=CCn1c(SCc2csc(-c3ccc(C)cc3)n2)nnc1-c1ccccc1OC	.	-3%	-15	-10
Cn1c(=O)oc2cc(S(=O)(=O)Nc3ccc4c(c3)OCCO4)ccc21	3%	-4%	6	?
COc1ccccc1N1CCN(C(=O)c2c(-c3c(Cl)cccc3Cl)noc2C)CC1	-19%[11.4 µM]	-1%	-87*	-8[1.84 µM]
COc1ccccc1OCCCn1c(=O)oc2ccccc21	-3%	1%	?	7
CCOc1ccc2nc(NC(=O)CCn3cccc3)sc2c1	-1%	-2%	-19	-3
COc1ccc2[nH]c3c(=O)n(CCCCC(=O)NCCN4CCCC4)c(=S)[nH]c3c2c1	?	-20%	16	28
CCC(C)[C@H](N)c1nnc(SCC(=O)Nc2cccc(Cl)c2)o1 (stereo partly specified)	6%	-4%	7	-1
Cc1ccc(S(=O)(=O)N(CC(=O)N/N=C/c2ccc(F)cc2)c2cccc3cccnc23)cc1	-1%	1%	?	4
Cn1nnnc1SCc1ccc([N+](=O)[O-])cc1	.	3%	-10	.

Compound profiles (already shown).
`Cc1ccccc1CSc1nncn1N` is listed with 15-hLO-2 inh: -3%; 12-hLO inh: -1%; PNC inhibitor: -4; IMPase cell inh: 8
`O=C1OCCN1C(=O)[C@H]1[C@H](c2ccc(Cl)cc2)C(c2ccccc2)=NN1c1ccccc1` is listed with 15-hLO-2 inh: -16%[0.0915 µM]; 12-hLO inh: 2%[0.00818 µM]; PNC inhibitor: .; IMPase cell inh: .
`CCCc1ccc(OCCNC(C)=O)cc1` is listed with 15-hLO-2 inh: 1%; 12-hLO inh: -5%; PNC inhibitor: -11; IMPase cell inh: -1

Next section.
SMILES	15-hLO-2 inh	12-hLO inh	PNC inhibitor	IMPase cell inh
COc1ccc(-c2cc(-c3cc(F)ccc3O)[nH]n2)cc1OC	-21%	-30%	15	3
CCOC(=O)c1c(-c2ccc(C)o2)csc1N	-17%	-24%	32	-3
CC(=O)OC(Cn1nc(C)cc1C)c1ccccc1 (stereo unspecified)	4%	1%	?	-2
Cc1nnc(SCc2ccon2)n1-c1ccccc1	.	0%	68	-6
Cc1ccccc1Nc1nc(N)nc(CSc2nnc3sc4ccccc4n23)n1	3%	-4%	-15	-6
CCN(CC)CCNC(=O)C1c2ccccc2C(=O)N(CCOC)C1c1ccc(F)cc1 (stereo unspecified)	6%	3%	?	-9
CC(=NC1CC1)C1=C(O)c2ccccc2C1=O	2%	-4%	?	-7
CCCOc1ccc(-c2cn3ccccc3n2)cc1[N+](=O)[O-]	.	22%	11	.
COc1ccc(/C=N/NC(=O)c2nc(Cl)c(Cl)c(N)c2Cl)cc1COc1ccc(F)cc1F	-18%	-2%	?	-9
CCCc1nc(NC2CCCCC2)c(C#N)c2c1COC(C)(C)C2	10%	0%	18	-2
COC(=O)c1cc(NS(=O)(=O)c2ccc(N3CCCCCC3)c([N+](=O)[O-])c2)cc(C(=O)OC)c1	-16%	-5%	14	6
NC[C@@H]1O[C@H](C23CC4CC(CC(C4)C2)C3)Cc2c1ccc(O)c2O	17%&23%	-12%&-14%	.	-2&3
CC(C)c1ccc(C(=O)NCCCc2ccccc2)cc1	-3%	1%	54	2
O=C(NC(=S)NCCN1CCOCC1)c1ccc(Cl)cc1Cl	17%	4%	17	-1
